# Assay outcomes from PubChem BioAssay.
# RAD54 inh: inhibitors of human RAD54 branch migration. RAD54 Holliday junction branch migration, FAM/BHQ fluorescence. inhibition, % at 10.4 µM. 360,000 tested, 0.14% active. AID 602329;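 active = mean normalized replicate activity at least 40 and at least half of replicates scoring 40 or more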;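 also: 0% = median of neutral control wells and 100% = median of positive control wells; inhibitors cause a drop in the FAM fluorescence signal; in these data hits start at about 50%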
# RAD52 anneal inh: blocks human RAD52 DNA annealing; recombinant RAD52 DNA annealing, FRET fluorescence; inhibition, % at 18.7 µM; 360,000 tested, 0.46% active;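 active = every replicate showing at least 50% inhibition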
# CFTR F508del cor: CFTR F508del correction in bronchial cells; activity (quench increase), % at 7.58 µM; CFBE cells, YFP halide quenching; stimulated with forskolin plus potentiator P3; % fluorescence drop versus neutral controls; 350,000 tested, 0.36% active;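 active = mean added fluorescence quench of at least 8% versus neutral control, with both replicates also reaching 8%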;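 also: cells transiently co-express mutant CFTR-F508del with the halide-sensitive YFP; corrector assay measuring rescue of mutant channel to the surface after 24 h compound exposure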
# E-sel inducer: E-selectin induction on HUVECs; AID 686992; 260,000 tested, 0.37% active; activation, % at 7.58 µM; HUVEC E-selectin immunofluorescence imaging; normalized: neutral wells 0, TNF-alpha wells 100;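 active = mean E-selectin-positive cell signal at least 10% of the positive control, reached in at least 60% of replicates, without over 20% cell loss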;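 also: in these data hits start at about 27%; measured in HUVEC primary endothelial cells; signal is the percent of cells scored E-selectin positive by PE staining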
# Target sequence (P16581 whole entry, looked up): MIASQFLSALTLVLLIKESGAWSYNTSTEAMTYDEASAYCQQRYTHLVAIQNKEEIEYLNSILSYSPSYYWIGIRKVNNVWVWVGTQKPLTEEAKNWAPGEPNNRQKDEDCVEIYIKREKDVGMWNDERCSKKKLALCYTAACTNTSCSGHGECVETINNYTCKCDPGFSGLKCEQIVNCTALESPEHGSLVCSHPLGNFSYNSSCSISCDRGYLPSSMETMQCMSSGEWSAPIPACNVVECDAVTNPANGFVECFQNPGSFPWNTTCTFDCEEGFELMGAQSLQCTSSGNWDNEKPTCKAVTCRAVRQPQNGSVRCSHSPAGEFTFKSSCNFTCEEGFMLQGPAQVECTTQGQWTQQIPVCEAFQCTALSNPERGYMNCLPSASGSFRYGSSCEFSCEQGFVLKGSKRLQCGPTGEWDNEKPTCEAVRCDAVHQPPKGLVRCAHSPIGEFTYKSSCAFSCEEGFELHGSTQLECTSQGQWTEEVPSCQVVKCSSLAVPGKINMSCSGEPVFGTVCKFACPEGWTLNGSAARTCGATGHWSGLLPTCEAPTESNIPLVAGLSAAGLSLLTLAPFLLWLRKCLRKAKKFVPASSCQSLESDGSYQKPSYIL
#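 Test system: HUVEC | Signal: Immunofluorescence imaging | Read-out: Percent E-selectin-positive cells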
# DENV2 CPE rescue: DENV2-induced cell death inhibition | DENV2-infected cells, cytopathic effect rescue, plate reader | 350,000 tested, 1.7% active | AID 651640 | CPE inhibition, % at 9.99 µM; in the data active = CPE inhibition above about 20%, passing the limit was not always enough; tested in BHK-21 cells;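 also: 0% = median of neutral control wells and 100% = median of positive control wells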
# GSIS activator: GLuc luminescence reporter in INS-1E cells, primary screen for activators of glucose-dependent secretion of insulin. INS-1E GLuc reporter insulin secretion, 2-3 h. activation, % at 16.6 µM. 370,000 tested, 0.61% active. AID 743287;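 active = lowest replicate activation of at least 40%, so every replicate reaches that level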;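 also: 0% = median of neutral control wells and 100% = median of IBMX positive control wells; some compounds called inactive have numbers as strong as hits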
# XiGFP reactiv: X-chromosome reactivation activator; XiGFP mouse fibroblasts, % GFP-positive cells imaging, 3 d; cells co-treated with 5-aza-dC sensitizer; scaled so ellipticine positive control = 100%; activation, % at 7.58 µM; 360,000 tested, 0.055% active; AID 743238;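 active = mean normalized replicate activation at least 10% and every replicate at or above 10%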;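 also: 0% = median of on-plate neutral control wells and 100% = ellipticine 6 µM median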
#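 System: 68-5-11 XiGFP fibroblast line; Timing: 3 days compound exposure; Compound dosing: one concentration, pinned; Benchmarks: positive control ellipticine, 6 µM final; Buffer or medium: DMEM containing 5-aza-dC.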
# Casp6 inh: inhibitors of human caspase-6 | inhibition, % at 12.5 µM | P55212 | purified caspase-6, Z-VEID-R110 cleavage fluorescence | 350,000 tested, 0.53% active | AID 686996;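 active = mean inhibition across replicates at least about 35%, with every replicate also reaching that limit, limit read from the data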;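 also: 0% = median of neutral control wells and 100% = no fluorescence left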
# Target sequence (P55212 24-179 limits assumed): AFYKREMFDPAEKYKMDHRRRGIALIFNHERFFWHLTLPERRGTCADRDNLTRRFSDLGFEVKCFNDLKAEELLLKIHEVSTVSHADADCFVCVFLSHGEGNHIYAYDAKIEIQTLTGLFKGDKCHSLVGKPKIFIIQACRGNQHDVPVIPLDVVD
# Target sequence (P55212 194-293 limits assumed): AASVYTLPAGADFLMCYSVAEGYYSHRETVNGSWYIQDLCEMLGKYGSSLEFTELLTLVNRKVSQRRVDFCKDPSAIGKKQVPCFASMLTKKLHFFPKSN
# * = called active by the depositor; / = no result given; & = joins results of further samples.
SMILES,RAD54 inh,RAD52 anneal inh,CFTR F508del cor,E-sel inducer,DENV2 CPE rescue,GSIS activator,XiGFP reactiv,Casp6 inh
CC(C)[C@H](NC(=O)c1ccccc1)C(=O)NC1CCCCCCC1,-4,-5,-1.6,/,1,5,-0.4,-1
CO[C@H]1CN(C)C(=O)c2cc(NC(C)=O)ccc2OC[C@H](C)N(S(=O)(=O)c2cn(C)cn2)C[C@@H]1C,-9,-10,-1.0,0.2,-2,-3,-0.4,1
C[C@]12CC[C@@H]3c4ccc(OS(=O)(=O)O)cc4CC[C@H]3[C@@H]1CCC2=O,0&8,2&8,-6.3&-0.9,0.3&-0.1,7&-2,5,0.2&0.0,-7&1
O=C(O)C1CCCN1S(=O)(=O)c1ccc(Br)cc1 (centres undefined),-4,-15,2.3,0.0,-13,3,0.0,2
CCN(C1CCCCC1)S(=O)(=O)CCNC(=O)c1ccc2c(c1)OCO2,3,10,-2.6,1.1,-3,-1,-0.1,2
O=C(Cn1c(=O)oc2cc(S(=O)(=O)NCc3ccccc3)ccc21)NCc1ccco1,-5,-9,-2.1,0.0,-3,20,0.3,3
CN(C)C(=O)C[C@@H]1CC[C@H]2[C@H](COc3ccc(NC(=O)C4CC4)cc3C(=O)N2C)O1,1,1,1.2,0.0,3,1,0.2,1
CCOc1ccc(/C=N/N2C(=O)C(CC(=O)Nc3ccc(F)cc3F)SC2=NC)cc1OC (centres undefined),-1,-7,0.9,23,1,-11,0.0,4
O=C(NCC1CCCO1)C1CCN(C2CCN(C(=O)Cc3ccsc3)CC2)CC1 (centres undefined),-1,-25,-0.6,0.2,3,0,-0.1,/
COc1ccc(CCNC(=O)CCNC(=O)c2ccco2)cc1OC,-5,-6,3.6,0.3,0,38,-0.1,-6
Cc1ccc(C)c(-c2nnc(NC(=O)CS(=O)(=O)c3ccccc3)o2)c1,/,-20,1.3,/,2,-3,0.0,0
CN1C(=O)c2cc(NS(C)(=O)=O)ccc2OC[C@@H]2O[C@@H](CC(=O)NCc3ccccc3)CC[C@@H]21,-6,-12,1.9,0.1,-13,6,0.2,0
CN(C)S(=O)(=O)N(CC(=O)N1CCN(c2ccccc2F)CC1)c1ccccc1,/,-6,3.0,0.0,-3,-6,0.0,1
Cc1nc(N2CCOCC2)nc(OCCN(C)C)c1[N+](=O)[O-],/,-3,/,/,-1,10,0.2,-6
COCC(=O)Nc1ccc2c(c1)C(=O)N(C)C[C@H](OC)[C@H](C)CN(CCc1ccccc1)[C@H](C)CO2,0,-4,0.1,-0.3,-1,-5,-0.1,0
O=C(Nc1cccc(S(=O)(=O)NCc2ccco2)c1)c1ccc(Cl)cc1,-1,-6,-1.7,2.5,12,6,0.4,-2
O=C(CCN1C(=O)c2cccc3cccc(c23)C1=O)Nc1ccccc1,2,-3,4.3,-0.2,3,/,0.0,-1
COc1ccccc1C#Cc1ccc2c(c1)O[C@@H](CN(C)Cc1cncnc1)[C@H](C)CN([C@@H](C)CO)S2(=O)=O,2,10,4.5,0.0,30,-35,-1.1,-3
CC[C@]1(c2ccccc2OC)C(=O)N(C(=O)OC)N1C(=O)OC,0,-5,-2.8,-0.1,-8,-16,0.0,/
O=C(Nc1cc(S(=O)(=O)Nc2ccc(Cl)cc2)ccc1O)c1ccc(F)cc1F,-5,-9,0.9,-0.1,-1,-5,0.2,-2
Cc1c(NC(=O)CN2C(=O)C(=O)N(Cc3ccccc3)C2=O)c(=O)n(-c2ccccc2)n1C,1,-9,1.1,1.6,-4,16,0.0,-1
C[C@H](CO)N1C[C@H](C)[C@H](CN(C)Cc2cncnc2)Oc2cc(C3=CCCC3)ccc2S1(=O)=O,-14,-8,-1.9,-0.3,10,2,0.0,0
CC(NC(=O)CN1CCN(CC(=O)Nc2ccccc2Cl)CC1)c1ccc(Br)cc1 (centres undefined),-4,-20,0.4,/,4,-42,0.0,-51
COC(=O)C[C@@H]1CC[C@@H]2[C@H](COc3ccc(NC(=O)c4cccc(Cl)c4)cc3C(=O)N2C)O1,-2,14,/,0.0,15,-4,0.2,2
CO[C@@H]1CN(C)C(=O)c2ccc(NC(=O)c3cccc(Oc4ccccc4)c3)cc2OC[C@H](C)NC[C@@H]1C,6,42,-0.3,0.0,/,-8,0.4,3
CC(=O)Nc1cccc(-c2ccnc3c2CC(C)(C(=O)Nc2cccc(C(F)(F)F)c2)O3)c1 (centres undefined),-3,-8,-1.6,1.0,4,/,0.4,3
CC(C)Nc1nc(Oc2ccc(=O)n(-c3ccccc3)n2)nc(N(C)C)n1,/,-2,1.4,0.0,9,1,0.3,2
COc1ccc2c3c(n(C)c2c1)[C@@H](CO)N(S(=O)(=O)c1ccc(C)cc1)CC31CCN(S(=O)(=O)c2ccc(C)cc2)CC1,/,-18,5.7,-0.3,-2,38,0.2,2
Cc1ccc(-c2nc3ncccc3o2)cc1NC(=O)c1ccccc1,/,-9,0.0,0.8,-4,8,0.0,2
Cc1c([N+](=O)[O-])c2ccc(O)cc2n1-c1ccccc1,-12,-1,-0.1,0.0,8,7,1.2,-4
Cc1c(C(=O)Nc2cccnc2Cl)oc2ccccc12,-7,-17,1.9,0.5,-4,18,-0.1,2
CC(=O)Oc1ccccc1/C=C1\CCOC1=O,-4,-9,-0.4,/,5,6,/,7
C[C@@H]1CN([C@H](C)CO)C(=O)c2cc(NS(C)(=O)=O)ccc2O[C@@H]1CN(C)S(=O)(=O)c1ccc(F)cc1,10,-2,1.6,-2.8,/,-1,0.0,1
O=C(C[C@H]1CC[C@@H]2[C@H](COC[C@H](O)CN2Cc2cocn2)O1)NCc1cccc(F)c1,-5,-11,-1.9,0.1,/,7,0.0,-1
O=C(N/N=C/c1cc2c(cc1Cl)OCO2)c1cc(-c2ccccc2)n[nH]1,7,-14,3.5,0.7,-5,13,0.2,3
C[C@@H](NC(=O)C[C@H]1C[C@@H]2c3cc(NS(C)(=O)=O)ccc3O[C@@H]2[C@@H](CO)O1)c1ccccc1,-14,-1,1.6,0.5,15,-4,0.1,-1
COc1ccc(C(C)=O)cc1COC(=O)CNC(=O)c1cc(C)cc(C)c1,/,-16,-2.8,/,0,-2,0.0,-1
COc1ccc(S(=O)(=O)N2CCC(C(=O)NCc3ccccc3)CC2)cc1OC,/,-15,3.1,0.4,7,1,0.0,1
C#CCOCCOCCOCCNc1nc(N2CCN(C(=O)[C@H](CCCCN)n3cc(CN)nn3)CC2)nc(N2CCN(C(=O)[C@H](CCCCN)n3cc([C@@H](N)CC(N)=O)nn3)CC2)n1,-36,44,-2.9,0.0,-8,-1,0.1,-287
C[C@H]1CN([C@@H](C)CO)C(=O)c2cccc(NC(=O)Nc3ccc(C(F)(F)F)cc3)c2O[C@@H]1CN(C)Cc1ccc(C(=O)Nc2ccccc2N)cc1,/,-14,4.2,8.4,15,-24,-0.5,1
COc1cccc(C(=O)COC(=O)c2cccs2)c1,-1,9,-1.8,0.0,-12,-7,-0.2,-1
CNC(=O)C[C@@H]1CC[C@@H]2[C@@H](COc3ccc(NC(=O)c4ccc(OC)cc4)cc3C(=O)N2C)O1,0,-1,0.1,0.1,6,-1,-0.1,1
CCS(=O)(=O)Nc1ccc2c(c1)C(=O)N(C)[C@@H]1CC[C@H](CC(=O)N3CCCCC3)O[C@H]1CO2,-3,-3,0.8,0.0,-3,-7,0.0,1
COc1ccc(NC(=O)N(C)C[C@H]2OCc3ccccc3-c3ccccc3C(=O)N([C@@H](C)CO)C[C@H]2C)c(OC)c1,2,0,0.1,0.1,-1,8,0.4,2
CCOc1ccc(C(=O)/C=C/c2cc(OC)c(OC)c(OC)c2)cc1,1,-7,2.8,-4.0,/,-8,0.2,-1
CCC(C)Nc1nc(-c2c[nH]c3ccccc23)cs1 (centres undefined),4,-7,1.2,/,10,11,0.0,-2
CC(=O)Nc1ccc(NC(=O)C(C)OC(=O)CNS(=O)(=O)c2ccc(Br)cc2Cl)cc1 (centres undefined),-9,-7,-2.0,-0.3,1,7,0.3,3
CC(C)N(Cc1nccn1C)C(=O)c1cc(COc2ccc(F)cc2Cl)on1,-3,3,0.8,1.6,-8,-2,0.2,1
CCNS(=O)(=O)c1ccc(C(=O)OCc2cc(=O)oc3cc(OC)ccc23)cc1,-10,-32,0.9,0.3,12,14,0.1,0
O=C(c1cccc(F)c1)N1CC[C@H]2[C@H](CO)Nc3ccc(-c4cccc(F)c4)cc3[C@H]21,1,/,-2.3,0.0,/,1,0.0,/
CCOC(=O)[C@]12CCCC=C1N(Cc1ccccc1)C(=O)[C@H](CC(=O)NCCc1ccccc1OC)C2,/,-7,0.0,-0.2,-1,11,0.0,-3
C[C@H](NC(=O)C[C@H]1CC[C@H]2[C@@H](COC[C@@H](O)CN2C(=O)Nc2cccc(F)c2)O1)c1ccccc1,-3,0,-0.3,-0.1,-5,-14,0.1,0
CC1=CC(C)(C)n2c(O)c(N=N)c3c(C)c(C)cc1c32,/,-6,-2.1,/,-11,17,-0.1,-4
CC[C@]12c3[nH]c4ccccc4c3CCN1C(=O)C(CC(=O)NCc1ccco1)C[C@@H]2C(=O)N1CCN(C(=O)C2CC2)CC1 (some centres undefined),2,-10,1.2,0.1,-17,-26,-0.1,1
Oc1cccc2ccc(N3CCOCC3)nc12,-13,1,-0.2,/,3,19,0.0,-5
Cc1ccc(CS(=O)Cc2ccc(C(=O)N3CCN(c4ccccn4)CC3)o2)cc1 (centres undefined),-8,3,-2.3,0.3,7,31,-0.1,0
O=C(Nc1cccc(Cl)c1)N[C@@H]1CC[C@H](CCNC(=O)C2CCOCC2)O[C@H]1CO,-2,3,-3.1,0.0,19,0,-0.3,-2
Cc1ccc(C(=O)NNC(=O)c2ccc3ccccc3c2)cc1,-7,-38,2.8,-1.5,6,9,0.0,-1
CN(C)C(CNC(=O)CSC(=S)N1CCCC1)c1ccccc1 (centres undefined),6,-21,-0.6,2.3,4,-1,-0.1,-7
O=C(C[C@@H]1CC[C@@H](NC(=O)CN2CCOCC2)[C@H](CO)O1)NC1CCCCC1,-9,-9,1.4,0.2,-5,3,-0.8,/
CC(C)C(O)(CC#CCN1CCCC1)c1ccccc1 (centres undefined),/,-6,-3.4,3.1,5,8,-0.8,-1
COc1cc2cc(C(=O)N3CCc4ccccc4C3)[nH]c2cc1OC,22,-5,-0.4,-0.1,3,1,0.0,0
CCN(CC)c1nc(C=Cc2ccc(N(C)C)cc2)c2nccnc2n1,-16,-128,0.0,13,-2,16,0.0,-2
